MPTP inh – blocks calcium-induced mitochondrial swelling; isolated mouse mitochondria, Ca2+ swelling absorbance, 30 min; AID 602449; inhibition, % at 10 µM; 1.4% of 360,000 active;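 active means inhibition of 50% or more, scaled per plate between neutral and stimulator controls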;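 further: 0% = DMSO wells given calcium and 100% = 1 mM EGTA wells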
GRIN3A LBD mod – modulators (binders) of human NR3A ligand-binding domain; NR3A LBD differential scanning fluorimetry, Tm shift; 0% = protein alone, 100% = glycine-bound protein; Tm shift relative to glycine control, % at 25 µM; 2.5% of 340,000 active;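 active means melting temperature shift of at least 10% of the positive control shift, at one fixed dose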
HKDC1 inhibitor – HKDC1 (human) hexokinase inhibition; AID 493160; inhibition, % at 20 µM; 0.16% of 340,000 active; recombinant HKDC1, G6PDH/diaphorase resazurin coupled fluorescence; Q2TB90;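 active means inhibition above about 35% when tested at 20 µM, limit read from the data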;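 further: plate controls were DMSO wells with enzyme for no effect and DMSO wells lacking enzyme for full effect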
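Material: recombinant HKDC1 hexokinase; Amount: HKDC1 at 5 µg/mL; Medium: Tris pH 8.0 buffer with MgCl2, Tween-20, BSA, BME; Schedule: 90 min reaction incubation at room temperature, dark; Technique: coupled resazurin fluorescence, excitation 525 nm, emission 613 nm.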
SENP7 inh – inhibitors of human SENP7 protease | recombinant SENP7, Z-RLRGG-aminoluciferin luminescence, 40 min | inhibition, % at 5 µM | 1.5% of 330,000 active;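 active means inhibition above about 50% at the single test dose, limit read from the data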;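 further: plate controls were DMSO with enzyme for no effect and no enzyme buffer wells for full effect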
Target sequence (Q9BQF6 706-1050 limits assumed): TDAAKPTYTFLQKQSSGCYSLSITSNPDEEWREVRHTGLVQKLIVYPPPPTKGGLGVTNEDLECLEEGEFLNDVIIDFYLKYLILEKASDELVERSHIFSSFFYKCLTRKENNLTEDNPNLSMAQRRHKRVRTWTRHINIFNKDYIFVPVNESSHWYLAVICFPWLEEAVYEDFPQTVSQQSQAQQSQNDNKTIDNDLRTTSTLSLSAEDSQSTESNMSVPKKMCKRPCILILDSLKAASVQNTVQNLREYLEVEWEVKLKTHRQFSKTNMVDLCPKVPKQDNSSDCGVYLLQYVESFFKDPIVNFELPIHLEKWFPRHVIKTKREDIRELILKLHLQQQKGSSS
SENP6 block – inhibitors of human SENP6 protease | 1.8% of 330,000 active | Recombinant SENP6 catalytic domain, aminoluciferin luminescence | inhibition, % at 10 µM;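 active means inhibition above about 50% at the single tested dose, limit read from the data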;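 further: plate controls were DMSO wells with enzyme for no effect and DMSO wells lacking enzyme for full effect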
Target sequence (Q9GZR1 628-1112 limits assumed): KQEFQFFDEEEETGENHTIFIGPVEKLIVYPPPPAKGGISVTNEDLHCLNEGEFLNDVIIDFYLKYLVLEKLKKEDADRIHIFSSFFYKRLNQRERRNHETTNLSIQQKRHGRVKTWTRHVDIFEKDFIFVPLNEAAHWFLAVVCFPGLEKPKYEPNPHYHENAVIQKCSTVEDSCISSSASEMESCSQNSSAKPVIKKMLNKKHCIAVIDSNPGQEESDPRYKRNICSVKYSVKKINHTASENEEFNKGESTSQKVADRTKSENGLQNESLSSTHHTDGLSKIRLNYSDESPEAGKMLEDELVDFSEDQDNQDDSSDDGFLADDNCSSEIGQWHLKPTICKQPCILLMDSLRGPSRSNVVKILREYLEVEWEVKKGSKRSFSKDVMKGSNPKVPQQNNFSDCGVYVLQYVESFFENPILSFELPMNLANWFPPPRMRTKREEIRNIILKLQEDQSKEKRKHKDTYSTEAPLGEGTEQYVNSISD
SENP8 inh – SENP8 (human) protease inhibition | AID 602440 | Q96LD8 | 0.64% of 360,000 active | inhibition, % at 20 µM | recombinant SENP8, Nedd8 substrate fluorescence; in the data active means inhibition mostly above about 40%, no sharp cut-off; inactive means mostly below about 27%
Target sequence (Q96LD8 whole entry, looked up): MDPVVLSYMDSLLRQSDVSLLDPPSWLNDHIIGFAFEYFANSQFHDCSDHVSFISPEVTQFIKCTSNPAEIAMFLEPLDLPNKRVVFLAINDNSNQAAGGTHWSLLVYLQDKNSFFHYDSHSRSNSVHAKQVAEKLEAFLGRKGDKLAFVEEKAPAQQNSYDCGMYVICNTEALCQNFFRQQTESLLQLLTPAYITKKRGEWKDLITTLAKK
PfG6PD inh – PfG6PD (Plasmodium falciparum) enzyme inhibition | inhibition, % at 20 µM | 0.78% of 350,000 active | PfGluPho enzyme, NADPH resazurin-diaphorase fluorescence;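 active means inhibition reaching at least a set limit at 20 µM in the primary screen, cut at about 59% in these data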;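 further: 0% = DMSO wells with substrate and 100% = DMSO wells lacking glucose-6-phosphate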
ATG4B inhibitor – blocks human ATG4B protease cleavage of LC3 substrate; Q9Y4P1; ATG4B cleavage of LC3-PLA2, NBD-HPC fluorescence, 1 h; inhibition, % at 8.33 µM; 0.51% of 340,000 active; AID 504462; in the data active means inhibition above about 40%
Numbers without * were called inactive; / = no result given.

SMILES	MPTP inh	GRIN3A LBD mod	HKDC1 inhibitor	SENP7 inh	SENP6 block	SENP8 inh	PfG6PD inh	ATG4B inhibitor
NC(N)=N/N=C/c1ccccc1Cl	1.4	-1	-5	4	3	37	-1	-1
CSC(=NC#N)N1CCN(c2ccccn2)CC1	1.2	3	-10	0	13	7	5	-6
CC1CN(S(=O)(=O)c2cc(C(=O)N3CCCCC3C)ccc2Cl)CC(C)O1 (stereo unspecified)	-0.2	1	-6	-10	-15	13	4	6
COc1ccc2nc(C)cc(Nc3ccc(N4CCOCC4)cc3)c2c1	1.8	1	0	3	3	14	12	10
N#C/C(=C/c1ccc([N+](=O)[O-])cc1)C(N)=O	0.9	2	5	1	10	0	24	-3
CCN(Cc1ccccc1)C(=O)Cn1c(=O)oc2ccccc21	-1.5	-3	-7	-3	-1	5	-12	5
CC(c1ccncn1)N(C)C(=O)c1ccc2oc(Cc3ccccc3)nc2c1 (stereo unspecified)	-0.2	2	-7	-4	-10	3	-9	24
O=C(Nc1ccc2c(c1)OCCO2)C1CCN(S(=O)(=O)c2ccc(Br)s2)CC1	2.3	-2	5	-11	-11	9	7	-1
Cc1cc(NC(=O)CCCN2C(=O)/C(=C/c3ccccc3Cl)SC2=S)no1	2.3	10	-4	7	-23	20	-3	3
CCn1c2ccccc2c2cc(NC(=O)CSc3nnc(-c4cccc(Cl)c4)o3)ccc21	-1.7	5	1	1	-5	7	2	-1
CCc1nc2ccc(C(=O)NC3CCC(C)CC3)cc2nc1CC (stereo unspecified)	-1.9	0	4	-3	-1	7	3	7
CCN1CCCC1CNC(=O)Cn1cc(C)c(=O)[nH]c1=O (stereo unspecified)	0.7	-1	-5	/	/	2	-20	/
ONC(=Nc1cccc(C(F)(F)F)c1)c1cccnc1	1.8	-1	-3	3	-4	20	19	4
O=C(NC1CCN(C(=O)Nc2ccc(F)cc2)CC1)c1ccccc1F	0.2	-3	-8	-1	-14	8	-4	-6
COc1cc(C(O)P(=O)(OC(C)C)OC(C)C)cc(OC)c1OC (stereo unspecified)	0.2	-3	-10	8	4	1	-1	-6
C=CCNC(=O)CC(=O)N/N=C/c1ccccc1F	-0.2	0	-5	1	4	23	-1	2
C=CCNC(=O)C1CC(=O)N(c2ccc(OCC(=O)Nc3c(C)cccc3C)cc2)C1 (stereo unspecified)	-0.5	-1	-3	4	2	15	18	-2
CCOC(=O)N1CCN(c2nc3ccccc3n3cnnc23)CC1	0.0	0	-5	-7	-10	1	13	-8
Cc1nnc(NC(=O)COc2ccccc2)s1	-1.0	-1	-6	2	1	5	10	4
COc1cccc(Oc2cnc(N)nc2-c2ccc(OC)cc2O)c1	0.6	0	3	-7	-11	9	-14	-10
COc1ccc(C(=O)NCC(=O)OCc2ccc(Br)cc2)cc1	-0.6	0	-7	2	0	16	-8	7
CCCCOc1ccc(C(=O)OCC(=O)Nc2cc(C)on2)cc1	9.4	1	5	5	-23	11	-16	0
CC(C)Cn1c(N)c(C(=O)CCl)c(=O)n(C)c1=O	0.1	1	10	-3	-9	9	10	-5
COc1ccccc1NC(=S)N1CCN(c2ccccn2)CC1	0.6	-1	-7	-3	-6	22	-2	-9
CNc1nc2c(N)ncnc2n1[C@H]1O[C@@H](CO)[C@H](O)[C@@H]1O	-0.1	1	-3	1	18	23	-8	3
(further entries)
SMILES	MPTP inh	GRIN3A LBD mod	HKDC1 inhibitor	SENP7 inh	SENP6 block	SENP8 inh	PfG6PD inh	ATG4B inhibitor
Cc1ccc(/C=C/C(=O)N2CC(C)CC(C)C2)o1 (stereo unspecified)	0.1	4	12	0	-2	12	72*	6
CN(C)CCOCCOc1ccc(Cl)cc1Br	0.0	-2	-5	-2	-3	6	3	2
COc1ccccc1-c1cn[nH]c1-c1ccc(OCc2ccccc2F)cc1O	8.8	10	-3	7	-11	14	-2	26
O=C(NC1CCCCC1)c1ccc([N+](=O)[O-])cc1	-2.1	-9	-7	/	/	16	2	-4
COc1ccc(C2c3[nH]c4ccccc4c3C[C@H]3C(=O)N(c4ccccc4C(=O)NCCN4CCOCC4)C(=O)N23)cc1 (stereo partly specified)	-0.5	-5	13	1	-5	17	-16	-4
O=C(OCC(=O)c1ccccc1Cl)C1=NN(c2ccccc2)C(=O)CC1	-0.7	3	-8	1	7	22	1	-1
CN1C(=S)SC(C)(C)C1N(O)C(=O)Nc1ccc(Cl)cc1 (stereo unspecified)	1.2	-4	-7	-6	-24	-7	15	-4
COc1cc(NC(=O)c2cc(C(C)C)on2)cc(OC)c1OC	-0.2	0	3	-1	2	14	-15	-14
Cc1ccc(-n2nc3c(=O)n(CC(=O)NCc4cccs4)nc(C)c3c2C)cc1	-2.2	-1	-4	16	-9	12	2	-4
CCOc1ccccc1OCCCOc1ccc(C)cc1Br	-3.3	-1	0	-6	-2	16	24	-1
COc1cccc(NC(=O)CN(C)C(=O)c2c(C)nn(Cc3ccc(C)cc3)c2Cl)c1	-0.8	-1	1	-3	1	1	-5	-4
CC(C)C[C@H](NC(=O)[C@H]1N2C(=O)c3ccccc3C2SC1(C)C)C(=O)N[C@@H](Cc1ccccc1)C(=O)O (stereo partly specified)	-0.7	-2	-2	0	3	32	-24	-4
COc1ccccc1-c1noc(CSc2nc(N)cc(=O)[nH]2)n1	-1.8	0	-11	7	-6	2	8	-2
COc1ccc(S(=O)(=O)NCC2CCC(C(=O)NCc3ccc(F)cc3)CC2)cc1 (stereo unspecified)	0.1	8	-4	2	7	20	4	-9
COc1ccc2c(c1)c(=O)oc1cc(OCC(=O)N3CCCC(C)C3)ccc12 (stereo unspecified)	0.7	0	15	-8	-3	-494	13	-2
CCc1nnc(SCC(=O)NC2CC2)n1CC	-0.1	0	-4	3	-2	3	-10	3
COC(=O)C1=C(N)Oc2cc(C)[nH]c(=O)c2C1c1cccnc1 (stereo unspecified)	-0.4	6	-2	-3	4	-2	9	-15
O=C(Nc1ccc(OC(F)(F)F)cc1)c1[nH]ncc1[N+](=O)[O-]	6.1	-5	-6	32	72*	1	-27	5
CC(=O)Nc1cccc(NC(=O)C(=O)c2cn(CC(=O)N3CCCCC3)c3ccccc23)c1	-3.2	3	2	16	2	-7	13	-14
CCC1CCCCN1C(=O)CSc1nc2c(c(=O)n1C)SC(C)C2 (stereo unspecified)	0.9	0	-1	6	12	5	0	1
COC(=O)c1ccc(SCC(=O)NCc2ccccc2)c([N+](=O)[O-])c1	0.4	1	-8	-2	9	18	7	-5
C=C(Br)CN1CCN(CC(=C)Br)CC1	9.4	1	-8	2	-18	17	-5	0
CN1CCN(C(=O)Cn2c(=O)oc3cc(S(=O)(=O)NCc4ccccc4)ccc32)CC1	-0.6	1	-7	-10	-4	24	0	-14
CCOC(=O)Cc1csc(NC(=O)C2C3C=CC(C3)C2C(=O)O)n1 (stereo unspecified)	-0.4	2	0	1	-12	28	-40	9
CCOC(=O)N1CCN(C(=O)COC(=O)C2CCN(S(=O)(=O)c3ccc(C)c(C)c3)CC2)CC1	-0.6	2	6	-7	-10	16	-4	-13
Further compounds follow:
SMILES	MPTP inh	GRIN3A LBD mod	HKDC1 inhibitor	SENP7 inh	SENP6 block	SENP8 inh	PfG6PD inh	ATG4B inhibitor
Cc1cc2c(cc1S(=O)(=O)N1CCCC1)n(C)c(=O)c(=O)n2C	-3.2	0	0	-3	-12	-141	4	2
Cc1ccc(-c2nn(CC(=O)NCc3ccccn3)c(=O)c3ccccc23)cc1S(=O)(=O)N(C)C	-1.9	1	-8	-11	-18	7	-6	-1
Cc1ccc(C(=O)NCc2n[nH]c(=S)n2-c2ccccc2)cc1[N+](=O)[O-]	-2.0	0	-5	-3	-7	10	33	5
CC1CC(=O)N(CC(=O)NCc2ccccc2)c2ccccc2S1(=O)=O (stereo unspecified)	2.1	-1	6	-1	-22	8	8	3
Cc1cccn2cc(-c3cccc(S(=O)(=O)N4CCOCC4)c3)nc12	-0.4	2	0	6	2	-281	-3	0
CC(C)(C)OC(=O)N1Cc2ccccc2C[C@H]1C(=O)NCC(=O)NC1CCCC1	-0.6	0	-5	-8	32	16	4	1
O=C(Nc1ccc2c(c1)OCO2)c1ccc(NC2CC2)c([N+](=O)[O-])c1	-1.3	-4	4	3	-5	25	12	-3
CCN(c1ccccc1)S(=O)(=O)c1cc(C(=O)NCC(c2ccco2)N2CCCCC2)ccc1C (stereo unspecified)	0.8	-1	5	5	-4	2	-5	7
O=C(Nc1ccccc1)Nc1csc2ccccc12	84*	31*	0	2	1	2	44	-16
CCOC(=O)N1C=CC(C)=C[C@@H]2[C@@H](N3C(=O)c4ccccc4C3=O)C(=O)N21	0.0	1	14	0	-9	14	-3	-2
C=CCN1C(=O)C(Cc2ccc(OC)cc2)S/C1=N/N=C/c1ccco1 (stereo unspecified)	1.3	-1	1	6	13	21	-7	4
CN1C(=O)c2ccccc2C(C(=O)NCCCN2CCCC2=O)C1c1c[nH]c2ccccc12 (stereo unspecified)	/	-4	-1	-5	1	/	8	2
CCCC(=O)NC(=S)Nc1ccc(S(=O)(=O)Nc2ccc(OCC)cc2)cc1	5.8	6	-6	-5	-16	14	4	-12
O=C(Nc1ccc(-n2ccnc2P(=O)(O)c2ccccc2)cc1)c1ccccc1Br	-1.2	0	1	6	4	-93	-11	1
NC(=O)C1CCN(c2ccc(C(F)(F)F)cn2)CC1	-1.2	0	1	-5	-16	5	-34	9
CCOC(=O)c1c(C)[nH]c(C)c1-c1ccccc1OC	2.5	1	-5	9	-4	11	-2	0
COc1cc(OC)cc(C(=O)NCC(=O)Nc2ccc(-c3ccccc3)cc2)c1	2.2	1	8	5	5	11	0	-9
CCOC12NC(=O)CC(=O)N1C(c1ccccc1)=CS2 (stereo unspecified)	1.7	-1	-6	-3	-16	-5	12	1
CCNC(=O)c1cccc(NC(=O)C2CC(=O)N(CCc3ccccc3)C2)c1 (stereo unspecified)	-0.7	0	3	-13	-15	9	-3	-1
CC(C)N(CCC(=O)c1ccc2ccccc2c1)Cc1ccccc1	99*	1	15	12	3	3	16	6
COc1cc(NC(=O)C(=O)Nc2ccc3nc4n(c(=O)c3c2)CCCCC4)cc(OC)c1OC	3.4	-1	1	5	-16	27	0	-5
COc1ccc(S(=O)(=O)NCc2ccco2)cc1N(C)S(=O)(=O)c1ccccc1	0.0	-2	-4	-3	16	18	-6	2
COc1ccc(N2C(=O)/C(=C\c3ccco3)N=C2SCC(N)=O)cc1Cl	0.0	-1	-1	-5	-5	-35	7	13
CCN(CC(=O)NCc1ccc(Cl)cc1)C(=O)CSc1ccc(Br)cc1	0.7	-13	0	-5	-7	-12	-3	-1
CCn1cc(C(=O)NCC2CCCO2)c(=O)c2cc(S(=O)(=O)N3CCCCCC3)ccc21 (stereo unspecified)	1.0	0	-3	3	-12	29	-1	-13
Cc1ncc([N+](=O)[O-])n1S(=O)(=O)c1cc(Cl)ccc1Cl	1.3	1	-8	-7	7	18	2	0
COc1cccc(NC(=O)C2CCCN(S(C)(=O)=O)C2)c1 (stereo unspecified)	-0.4	-1	-6	4	-10	21	-8	5

Three entries out of the list above, arranged by the number in GRIN3A LBD mod, rising.
smiles	GRIN3A LBD mod
CCN(CC(=O)NCc1ccc(Cl)cc1)C(=O)CSc1ccc(Br)cc1	-13
CCN(c1ccccc1)S(=O)(=O)c1cc(C(=O)NCC(c2ccco2)N2CCCCC2)ccc1C (stereo unspecified)	-1
CCNC(=O)c1cccc(NC(=O)C2CC(=O)N(CCc3ccccc3)C2)c1 (stereo unspecified)	0

Part of the list above in order of molecular weight, smallest number first:
SMILES	MPTP inh	GRIN3A LBD mod	HKDC1 inhibitor	SENP7 inh	SENP6 block	SENP8 inh	PfG6PD inh	ATG4B inhibitor
NC(N)=N/N=C/c1ccccc1Cl	1.4	-1	-5	4	3	37	-1	-1
Cc1ccc(/C=C/C(=O)N2CC(C)CC(C)C2)o1 (stereo unspecified)	0.1	4	12	0	-2	12	72*	6
C=CCNC(=O)CC(=O)N/N=C/c1ccccc1F	-0.2	0	-5	1	4	23	-1	2
COc1cc(OC)cc(C(=O)NCC(=O)Nc2ccc(-c3ccccc3)cc2)c1	2.2	1	8	5	5	11	0	-9
COc1ccc(N2C(=O)/C(=C\c3ccco3)N=C2SCC(N)=O)cc1Cl	0.0	-1	-1	-5	-5	-35	7	13
